Compound activity deposited in PubChem BioAssay by National Center for Advancing Translational Sciences (NCATS).
Tb PYK inh: T. brucei pyruvate kinase inhibition. Q57TT1. TbPYK enzyme, Kinase-Glo Plus ATP luminescence, 45 min. Potency, µM (series often up to 76.8 µM), inactives show top-dose activity, negative = inhibition, usual class: inhibitors. 410,000 tested, 0.12% active. AID 624173; further: potency means the concentration at half of the fitted maximal effect; on the % scale 0 is the no-effect control and ±100 the full control effect; nearly all actives have a fitted effect of over 50% in size
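Activity of T. brucei pyruvate kinase was followed by Kinase-Glo Plus luminescence after the enzyme reacted 45 min at room temperature with 130 uM ADP (final) and substrate. Test compounds were added before ADP at multiple concentrations.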
LmPK inhibitor: inhibitors of Leishmania mexicana pyruvate kinase; Q27686; purified LmPK, Kinase-Glo ATP luminescence, 1 h; Potency, µM (series often up to 57.5 µM), without a hit: at the highest dose activity change, negative = inhibition, most hits filed as inhibitors; 290,000 tested, 0.37% active; further: potency means the concentration at half of the fitted maximal effect; on the % scale 0 is the no-effect control and ±100 the full control effect
Target sequence (Q27686 whole entry, looked up): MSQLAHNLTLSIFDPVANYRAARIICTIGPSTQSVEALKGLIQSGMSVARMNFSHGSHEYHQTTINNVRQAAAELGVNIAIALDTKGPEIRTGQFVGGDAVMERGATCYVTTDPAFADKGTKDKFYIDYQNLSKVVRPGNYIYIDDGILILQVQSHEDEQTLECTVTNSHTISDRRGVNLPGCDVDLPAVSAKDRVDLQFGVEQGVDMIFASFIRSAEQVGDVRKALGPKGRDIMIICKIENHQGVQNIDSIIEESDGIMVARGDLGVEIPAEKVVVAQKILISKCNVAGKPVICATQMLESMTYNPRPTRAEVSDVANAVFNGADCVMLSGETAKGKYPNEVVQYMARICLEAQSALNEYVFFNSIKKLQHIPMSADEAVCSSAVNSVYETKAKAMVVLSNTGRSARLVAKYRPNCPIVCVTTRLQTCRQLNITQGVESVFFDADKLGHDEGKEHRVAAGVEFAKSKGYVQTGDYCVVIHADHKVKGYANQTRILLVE
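ATP generated from ADP (0.1 mM) and PEP (0.5 mM) by 0.1 nM LmPK over 1 h at room temperature (pH 7.2 imidazole buffer) was detected by coupled luciferase luminescence. Values were normalized to uninhibited and no-enzyme wells.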
CHX counter: affects cycloheximide protein synthesis inhibition readout, counter-screen. 300,000 tested, 12% active. max response, %. AID 2314. cell reporter, cycloheximide protein synthesis inhibition counterscreen; in the data active means max response mostly above about 13%, no sharp cut-off; inactive means mostly below about 14%; further: read at 38.3 µM for the half of the compounds with a filed dose; 0% is about no effect
Pf growth 48h: inhibits P. falciparum growth in the first generation, 48 h; Potency, µM (highest dose often 28.7 µM), for inactives: at the highest dose activity change, negative = inhibition, actives largely listed as inhibitors; AID 504832; P. falciparum luciferase growth in erythrocytes, 48 h; 310,000 tested, 5.9% active; further: potency means the concentration at half of the fitted maximal effect; on the % scale 0 is the no-effect control and ±100 the full control effect
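Compounds are pin-transferred into medium, infected erythrocytes (2% hematocrit, 0.1% parasitemia final) are added, and plates sit one parasite generation at 37 C in 5% CO2. Detection reagent is then added and luminescence measured.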
Shiga inhibitor: inhibitors of Shiga toxin in Vero cells. Vero cells, Shiga toxin protein synthesis inhibition reporter. inhibition, % at 38.7 µM. 290,000 tested, 9.2% active; in the data active means inhibition mostly above about 28%, no sharp cut-off; inactive means mostly below about 43%; further: 0% is about no effect
AmpC no deterg: inhibitors of E. coli AmpC beta-lactamase without detergent; 330,000 tested, 0.52% active; AmpC nitrocefin hydrolysis, absorbance 480 nm, 0.0001% Triton; Potency, µM (doses to about 57.1 µM), for inactives: top-dose activity change, negative = inhibition, hits mostly inhibitors; AID 485341;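 further: potency means the concentration at half of the fitted maximal effect; plate controls were no compound for no effect and no enzyme for full effect; nearly all actives have a fitted effect of over 20% in size; some results filed as inactive show a strong effect at the top dose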
Target sequence (P00811 whole entry, looked up): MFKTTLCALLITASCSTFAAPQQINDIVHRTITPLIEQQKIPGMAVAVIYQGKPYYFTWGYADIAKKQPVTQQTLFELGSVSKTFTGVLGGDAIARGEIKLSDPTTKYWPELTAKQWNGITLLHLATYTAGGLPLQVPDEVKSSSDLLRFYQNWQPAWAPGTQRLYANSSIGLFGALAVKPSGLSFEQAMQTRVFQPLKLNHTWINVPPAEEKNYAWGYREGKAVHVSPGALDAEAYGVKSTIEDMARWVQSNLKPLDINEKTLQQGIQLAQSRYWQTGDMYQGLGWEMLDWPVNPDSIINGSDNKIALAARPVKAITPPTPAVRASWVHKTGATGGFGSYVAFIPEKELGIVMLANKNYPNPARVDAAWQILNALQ
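AmpC (5.3 nM in the dispensed reagent) in 20 mM phosphate pH 7.0 with 0.01% (detergent screen) or 0.0001% Triton X-100 was preincubated with compounds for 15 min at room temperature. Nitrocefin was then added from an 800 uM solution, and hydrolysis was followed at 480 nm.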
Pf growth 96h: P. falciparum growth inhibition at 96 hour, primary screen for plastid delayed-death inhibitors. P. falciparum luciferase reporter growth, 96 h. Potency, µM (top dose mostly 28.7 µM), without a hit: at the highest dose activity change, negative = inhibition, usual class: inhibitors. 320,000 tested, 6.9% active. AID 504834; further: potency means the concentration at half of the fitted maximal effect; on the % scale 0 is the no-effect control and ±100 the full control effect
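Parasite growth measured via integrated firefly luciferase reporter in P. falciparum. Infected erythrocytes at 2% hematocrit, 0.05% parasitemia final were treated 96 hours at 37 C under 5% CO2, and luminescence was read.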
Starred values were filed as active, the others as inactive; u = inconclusive; x = no result given; [ ] = dose if it differs, or a comment. Unless noted, the call rests on the fitted dose curve; in most records, active means well fitted curve in the direction sought with a large enough effect; inconclusive means small, poorly fitted or top-dose-only effect, or another doubt; inactive means no such curve, though single readings can be large; an effect the other way counts as inactive or inconclusive. Hits appear at their usual frequency; overall some 22% were active at least once.

SMILES	Tb PYK inh	LmPK inhibitor	CHX counter	Pf growth 48h	Shiga inhibitor	AmpC no deterg	Pf growth 96h
COc1cc(C)nc(N2CCCC(C(=O)Nc3cc(Cl)ccc3OC)C2)n1 (centres undefined)	3%	2%	-1	u	-17	-13%	-42%
COc1ccc(NC(=O)/C=C/c2ccccc2[N+](=O)[O-])c(OC)c1	-6%	-2%	12	-4%	2	-30%	u
Nc1nnc(CCOc2ccccc2Cl)s1	-1%	-3%	22	35%[activator]	3	-21%	51%[activator]
NC(=O)c1c(NC(=O)C(=O)N2CCOCC2)sc2c1CCCC2	-9%	0%	6	u	9	-6%	6%
Cc1cc(C(C)(C)C)ccc1OCCOCCN1CCCC1	-3%	-6%	-5	-18%	-3	18%	u
O=C(Cc1nnc(NC(=O)Nc2ccccc2)s1)Nc1ccccc1	-1%	5%	-2	56%[activator]	-2	-34%	33%[activator]
Cc1cnc(C(=O)NCC(=O)Nc2ccccc2Br)cn1	-5%	x	x	34%[activator]	x	-9%	24%
Cc1ccccc1CN1C2=NCCCN2c2ccccc21	-5%	-3%	-1	x	0	13%	x
COc1cccc(/C=C2\N=C(c3cncc(Br)c3)OC2=O)c1	-11%	-1%	25*	6%	-4	-22%	43%[activator]
O=C(COC(=O)C1CCC(=O)N1)Nc1ccc(Oc2ccccc2)cc1 (centres undefined)	4%	9%	15	3%	18	10%	18%
Cc1nc2nc(-c3ccco3)nn2c(C)c1Cl	1%	-14%	14*	54%[activator]	8	-17%	x
CC(C)=C(C#N)c1nc2ccccc2s1	0%	0%	17	15%	-2	-23%	x
C=CCNc1nc(NCc2ccccc2)c(C#N)c2c1CN(C)CC2	-2%	1%	1	u	-15	79%[activator]	27%
Cc1nc2nc(C)c(NS(=O)(=O)c3ccc(Cl)s3)c(=O)n2[nH]1	-9%	0%	-5	37%	-9	-14%	0%
CC(=O)c1cccc(S(=O)(=O)NC(C)C2CC3CCC2C3)c1 (centres undefined)	1%	2%	-1	4%	-4	-35%	22%
COc1ccc(S(=O)(=O)NCCCN2CCOCC2)cc1F	-7%	-3%	-1	u	-2	-7%	u
CCOc1ccc(C(=O)C(c2ccccc2)N2CCOCC2)cc1 (centres undefined)	18%	4%	-3	-15%	-12	62%[activator]	267%[activator]
Nc1ccc(Br)cc1C(NCC(=O)O)c1ccccc1 (centres undefined)	-4%	1%	2	u	20	-13%	14%
O=C(NC1CCS(=O)(=O)C1)c1cccc(S(=O)(=O)N2CCOCC2)c1 (centres undefined)	-6%	-1%	-2	-3%	1	-19%	u
CC(=O)Nc1ccc(C)cc1	-2%	x	x	17%	x	-7%	u
CC(C)(C)C(=O)O/N=C(\N)c1ccc(-c2csnn2)cc1	-2%	2%	45*	309%[activator]	78*	-13%	276%[activator]
COc1ccc2[nH]cc(CCNCc3cccnc3)c2c1	4%	-1%	-3	-5%	-9	-11%	u
CC(C)c1ccccc1NC(=O)COC(=O)c1ccc(Cl)c(S(=O)(=O)N2CCCCCC2)c1	0%	2%	12	-7%	0	-22%	9%
CC(SCC(=O)Nc1ccccc1)c1nc2ccccc2c(=O)[nH]1 (centres undefined)	2%	-4%	9	-26%	10	-13%	u
COc1ccc2c(c1)c(C(=O)N/N=C/c1cccc(O)c1)c(C)n2C	-3%	-3%	-4	1%	28	-39%	u
O=C1ON=C(c2ccccc2)/C1=C/c1cccnc1	-3%	-4%	1	7%	-15	-15%[11.4 µM]	-15%
O=C(NCC1CCN(Cc2ccccc2Cl)CC1)Nc1ccccc1F	-3%	0%	5	-11%	-2	-21%	13%
COC(=O)C(CC(C)C)NC(=O)CNC(=O)c1ccccc1C (centres undefined)	6%	-9%	-2	-3%	-17	-10%	x
CCN1C(=O)[C@H]2[C@@H](c3ccc(-c4ccc(Cl)c(Cl)c4)c(OC)c3)N[C@@](Cc3ccccc3)(C(=O)OC)[C@H]2C1=O	-5%	x	x	2.9µM*	x	-10%	3.7µM*
CCc1ccccc1NC(=O)CN(C)C(=O)CSc1nc2cc(Cl)ccc2s1	3%	-3%	-4	17%	12	23%	u
CN(C)S(=O)(=O)c1ccc(S(=O)(=O)NC2CCOC(C)(C)C2)cc1 (centres undefined)	-13%	0%	0	-21%	0	-8%	7%
COc1ccc2nc(SC)c(C#N)cc2c1	0%	-4%	17	95%[activator]	38	-24%	-7%
CC1Nc2ncnc(N3CCN(c4ccccc4)CC3)c2N(Cc2ccc(Br)cc2)C1=O (centres undefined)	-4%	x	x	13µM*	x	158%[activator]	u
Nc1ccc(Oc2ccc3nc(-c4ccccc4)c(-c4ccc([N+](=O)[O-])cc4)nc3c2)cc1	1%	3%	3	u	-3	-28%	u
O=P(c1ccccc1)(c1ccccc1)N(c1ccccc1)c1ccccc1	-11%	2%	-4	u	-6	-6%	u
COC(=O)c1cccnc1N1CCN(c2ccccc2F)CC1	1%	0%	8	u	7	0.16µM*	-3%
Cn1nc(C(=O)N2CCC(C(N)=O)CC2)c2c1-c1ccccc1SC2	-1%	1%	1	-4%	-3	-2%	7%
O=C(Cc1ccccc1)OCC(=O)c1ccccc1	1%	-3%	30*	0%	36	-5%	12µM*
COc1cccc(/C=N/Nc2cc(N3CCOCC3)ncn2)c1O	5%	3%	6	0.93µM*	27	-4%	135%[activator]
C/C=C(\C)C(=O)N1CCC(C(=O)c2ccccc2)CC1	0%	4%	-4	-9%[0.00184 µM]	-4	-5%	20%
CCOCCCNC(=S)NCCc1ccccc1	-9%	-1%	43*	36%[activator]	108*	-12%	u
COc1ccc(SC[C@H](C)CN2CC[C@H](C)CCC2=O)cc1	-4%	x	x	u	x	80%[activator]	-44%
CCC1Oc2ccccc2N(CC(=O)NCCN2CCc3ccccc3C2)C1=O (centres undefined)	-7%	3%	-3	-5%	3	49%	0%
CC(=O)c1nc(N2C(=O)CC(Cc3ccccc3)C2=O)sc1C (centres undefined)	2%	3%	18	-11%	11	-16%	24%
CC(C)C[C@H](NC(=O)N1CCn2c1nc1ccccc12)C(=O)N[C@H](Cc1ccccc1)C(=O)O	1%	11%	-1	3%	-2	4%	u
COc1cc(CN2CCC(n3nccc3NC(=O)CCCc3ccccc3)CC2)ccc1O	3%	6%	-2	u	8	-2%	15%
CN1C(=O)c2ccc(NC(=O)c3cccc(N4C(=O)CCC4=O)c3)cc2C1=O	3%	3%	-1	34%[activator]	24	-7%[2.29 µM]	-7%
O=C(CN1C(=O)C2C3CCC(C3)C2C1=O)NCc1ccco1 (centres undefined)	3%	6%	11	31%[activator]	43*	-9%	22%
c1ccc(-c2oc3ncnc(NCCN4CCOCC4)c3c2-c2ccccc2)cc1	-15%	-8%	-4	u	-24	186%[activator]	14%
Cc1cc(O)c(NC(=O)c2ccc(C)c([N+](=O)[O-])c2)cc1C	1%	-3%	40*	63%[activator]	58*	-14%	28%
COc1ccccc1-n1nnnc1SCC(=O)NC1CCCC1	-9%	-10%	-4	25%	-2	-13%	-14%
N#Cc1cccc(NC(=O)CCC2CCCC2)c1	-6%	4%	9	27%	34*	-16%	11%
COc1cc(NC(=O)N2CCOCC2)cc(OC)c1	-9%	-4%	-3	11%	-22	-16%	19%
O=C(c1cccc(-c2nnc(-c3ccccc3)o2)c1)N1CCCCCC1	-4%	2%	37*	-9%	102*	31%	x
Cc1ccccc1C(=O)O/N=C(\N)Cc1cccs1	1%	-12%	88*	u	95*	-20%	u
CC(CCc1ccccc1)NC(=O)CSc1nc(N)cc(N)n1 (centres undefined)	-4%	-1%	-3	-19%	-1	-20%	-29%
O=[N+]([O-])c1cccc(-c2nnc(C3CC3)o2)c1	2%	5%	-1	53%[activator]	-4	-7%	108%[activator]
CC(=O)Nc1ccccc1C(=O)OCC(=O)c1cccc2ccccc12	3%	2%	7	25%	-5	24%	u
Cc1cc(Nc2ccccc2)n(CCO)n1	x	6%	-5	9%	-17	-6%	x
O=C(c1cc2ccccc2o1)c1cccs1	-7%	-30%	50*	136%[activator]	82*	-21%	x

2 entries from above in another layout.
mol | Tb PYK inh | LmPK inhibitor | CHX counter | Pf growth 48h | Shiga inhibitor | AmpC no deterg | Pf growth 96h
Cc1ccccc1C(=O)O/N=C(\N)Cc1cccs1 | 1% | -12% | 88* | u | 95* | -20% | u
COc1ccccc1-n1nnnc1SCC(=O)NC1CCCC1 | -9% | -10% | -4 | 25% | -2 | -13% | -14%

Next part:
SMILES	Tb PYK inh	LmPK inhibitor	CHX counter	Pf growth 48h	Shiga inhibitor	AmpC no deterg	Pf growth 96h
Cc1ccc2[nH]c(C(=O)N3CCCC(Nc4ccc(F)cc4)C3)cc2c1 (centres undefined)	0%	2%	-2	u	6	31%	u
COc1ccc(NC(=O)Cn2nnc(C(=O)NCc3ccc4c(c3)OCO4)c2N)c(OC)c1	-17%	1%	-1	25%	-8	0%	-20%
COc1ccc(CC(=O)Nc2nncs2)cc1OC	2%	3%	-4	1%	-15	-4%	-3%
CC(Cc1ccccc1)NC(=O)NC(C)Cc1ccccc1 (centres undefined)	0%	-3%	29*	x	69*	-9%	-8%
CCc1c(C)nc(SCC(=O)N2CCCCC2)[nH]c1=O	4%	-9%	2	51%[activator]	-8	-23%	0%
CN(Cc1ccon1)C(=O)C1CCN(C2CCN(CCCc3ccccc3)CC2)CC1	-11%	1%	1	u	-17	72%[activator]	42%[activator]
CN(Cc1ccccc1OCCO)CC1CCCN(CCc2ccc(Cl)cc2)C1 (centres undefined)	6%	-4%	1	u	-3	27%	u
CCCCOc1nc(N)nc(-c2ccccc2)n1	5%	2%	9	16%	14	-20%	15%
Cn1nnnc1SCC(=O)c1ccc2c(c1)OCCO2	-5%	-1%	38*	115%[activator]	97*	-16%	u
CCCCCOC(=O)c1c(N)n(CCOC)c2nc3ccccc3nc12	7%	-3%	-3	u	23	71%	-25%
C=CCn1c(=O)c(C(=O)OCC)c(O)c2ccccc21	3%	-1%	13	8%	4	-17%	26%
CCC1CCCCN1CCCNC(=O)CC1Oc2ccccc2NC1=O (centres undefined)	1%	8%	0	x	-11	-20%	u
Cc1cc(OC(C)C(=O)NCC2CCC(C(=O)O)CC2)c2c(C)c(Cc3ccccc3)c(=O)oc2c1 (centres undefined)	-1%	-6%	-1	u	6	63%[activator]	10µM*
O=C(CCNC(=O)c1ccc([N+](=O)[O-])cc1)NCC1COc2ccccc2O1 (centres undefined)	-2%	x	x	11%	x	-6%	6%
O=c1cccccc1NCc1ccccc1	x	-8%	26*	x	6	-18%	1%
COc1cc(/C=C(\C#N)C(=O)NCC2CCCO2)ccc1OC(=O)c1ccco1 (centres undefined)	-4%	x	x	-6%	x	2%	-5%

Taken from above.
Entry for `CN(Cc1ccon1)C(=O)C1CCN(C2CCN(CCCc3ccccc3)CC2)CC1` under Pf growth 96h: 42%[activator]
Entry for `Cn1nnnc1SCC(=O)c1ccc2c(c1)OCCO2` under Tb PYK inh: -5%
Entry for `COc1ccc(NC(=O)Cn2nnc(C(=O)NCc3ccc4c(c3)OCO4)c2N)c(OC)c1` under CHX counter: -1
